# ER stress surv: protection against thapsigargin ER stress killing – CSM14.1 cells, ATP luminescence, primary screen | CSM14.1 thapsigargin ER stress survival | relative survival (cellular ATP), % at 15 µg/mL (by protocol) | 48,000 tested, 0.33% active | AID 1010, 2008;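 active = survival measured by cellular ATP above 50% at 15 µg/ml in the first screen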;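 note: cell death triggered by about 15 µM thapsigargin; ATP read 24 h after thapsigargin was added; plate controls were thapsigargin with DMSO for no effect and DMSO without thapsigargin for full effect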
# * = called active by the depositor. Only part of the results is shown; count on the stated rates, not on these rows.
Structure,ER stress surv
Cc1ccc(S(=O)(=O)/N=C/c2ccc(C(F)(F)F)cc2)cc1,-1
O=C(c1nn2c(c1Br)NC(c1cccs1)CC2C(F)(F)F)N1CCCC1 (stereo not drawn),6
O=C(c1ccccc1)N1CCCC2CCCC21 (stereo not drawn),-1
COc1cc2oc(=O)c3c(c2cc1Cl)CCCC3,8
O=[N+]([O-])c1ccc(/C=N/c2nc3c(s2)CCCC3)cc1,16
CCOC(=O)c1c(C)nc2n(/N=C/c3ccccc3[N+](=O)[O-])c3ccccc3n12,4
CCOc1cc(/C=C2/C(=O)NC(=O)N(c3ccccc3)C2=O)ccc1OCc1ccc([N+](=O)[O-])cc1,3
COc1cccc(CN2CCN(Cc3ccc(C(F)(F)F)cc3)CC2)c1OC,-4
CCOC(=O)c1c(NC(=O)Cc2cccs2)sc(C(=O)N2CCOCC2)c1C,-2
CCOC(=O)C1CCN(S(=O)(=O)c2cccc3cccnc23)CC1,1
O=C(NCCC1=CCCCC1)c1ccc(Cl)cc1[N+](=O)[O-],1
CCOc1ccc(CNc2ccc3c(c2)ncn3C)cc1,1
COc1cccc(/C=N/NC(=O)CSc2ccc3ccccc3n2)c1,18
COc1ccc(CCNC(=O)C2CC2(c2cccc(C)c2)c2cccc(C)c2)cc1OC (stereo not drawn),8
CCOC(=O)c1c(NC(=O)c2ccc(Cl)cc2)sc(C(=O)Nc2ccccc2OCC)c1C,3

# 4 entries from above, field by field:
Molecule: COc1cc2oc(=O)c3c(c2cc1Cl)CCCC3
  ER stress surv = 8
Molecule: O=[N+]([O-])c1ccc(/C=N/c2nc3c(s2)CCCC3)cc1
  ER stress surv = 16
Molecule: CCOC(=O)c1c(C)nc2n(/N=C/c3ccccc3[N+](=O)[O-])c3ccccc3n12
  ER stress surv = 4
Molecule: CCOc1cc(/C=C2/C(=O)NC(=O)N(c3ccccc3)C2=O)ccc1OCc1ccc([N+](=O)[O-])cc1
  ER stress surv = 3

# Other records follow.
Structure,ER stress surv
CCNC(=S)NCCN1CCCCC1,6
COc1ccc(/C=N\NC(=O)c2ccc(Br)cc2)cc1I,2
CCOCCOC(=O)C1=C(C)N(C)C(=O)NC1c1ccc(OCc2ccccc2)cc1 (stereo not drawn),11
CC(C)(C)NC(=O)c1cc(-c2ccccc2)n(-c2ccccc2)n1,2
Cc1ccc(OCC(=O)N/N=C\c2ccncc2)cc1,10
Cn1c(=O)c([N+](=O)[O-])c(NCCCO)c2ccccc21,8
Cc1cc2ncn(C(=O)c3ccco3)c2cc1C,-7
COc1ccc(C(=O)/C=C/c2ccc(-c3ccc(Cl)cc3Cl)o2)cc1,-1
Cc1nc(-c2ccccc2)sc1C(=O)Nc1ccc(-c2cn3ccccc3n2)cc1,7
CC(C)(C)CC(C)(C)NC(=O)CSc1nnc(-c2cccc(F)c2)n1-c1ccccc1,7
O=C(CN(c1ccccc1)S(=O)(=O)c1ccccc1[N+](=O)[O-])Nc1cc(Cl)cc(Cl)c1,2
Cc1ccc(C(=O)c2c(C)oc3c2cc(O)c2ccccc23)cc1,0
COc1cc(/C=C2/SC(=S)N(c3ccccc3)C2=O)cc(Br)c1OC(=O)c1ccc(C)cc1,5
Cc1ccc(N(CC(=O)NCc2ccncc2)S(=O)(=O)c2ccccc2)cc1C,0
C(=N\N1CCN(c2ccccc2)CC1)/c1ccc(-c2ccccc2)cc1,-2

# The list continues.
Structure,ER stress surv
CCCOC(=O)c1c(NC(=O)CCCC(=O)O)sc2c1CCC(C)C2 (stereo not drawn),6
Cc1cccc(-n2c(C)cc(/C=N/n3cnnc3)c2C)c1,0
O=C(O)c1ccc(/C=N/c2ncn[nH]2)cc1,4
CCOc1ccc(N(CC(=O)N2CCN(c3ccccc3OC)CC2)S(C)(=O)=O)cc1,2
COc1ccc(-c2cc(-c3ccccc3)nc(N/N=C/c3ccccc3O)n2)cc1,3
CCOc1cc(/C=N/Nc2nc(N3CCOCC3)nc(N3CCOCC3)n2)ccc1OCc1ccccc1,5
CCOC(=O)c1ccccc1NC(=O)CN(c1ccc(C)cc1)S(C)(=O)=O,13
O=C(/C=C/c1ccccc1)NC(=S)Nc1ccc([N+](=O)[O-])cc1Cl,6
Cc1ccc(NC2=C(Cl)C(=O)N(Cc3ccccc3)C2=O)cc1C,-6
CC(C)c1ccc(N2C(=O)NC(=O)/C(=C/c3cccc(O)c3)C2=O)cc1,11
Cc1c(Cl)cccc1NC(=O)c1cc2c(C)nn(-c3ccccc3)c2s1,7
Cc1ccc(OCCCCCc2c(C)n[nH]c2C)c(C)c1,-21
Cc1cc(C)nc(SCC(=O)N2c3ccccc3Sc3ccc(Cl)cc32)n1,4
Cc1ccc(C)c(S(=O)(=O)Nc2ccc3oc4c(c3c2)C(=O)CCC4)c1,-12
CN(C)c1ncnc2c1ncn2[C@@H]1OC(CO)C(O)C1O (stereo partly drawn),4

# Further results
Structure,ER stress surv
CSc1ccc(/C=N/NC(=O)c2c[nH]c3ccccc23)cc1,4
COc1ccc(C(=O)Nc2nnc(CCS(=O)(=O)c3ccc4ccccc4c3)s2)cc1OC,4
COc1ccccc1NC(=O)c1ccc(Oc2ccc(C(=O)Nc3ccccc3OC)cc2)cc1,3
Cc1ccc([N+](=O)[O-])cc1S(=O)(=O)n1nnc2ccccc21,2
CCOc1ccc2nc(SCC(=O)Nc3ccccc3OCC)sc2c1,4
Cc1ccc(N)cc1NC(=O)c1ccccc1,4
COc1ccccc1OCCOc1c(Cl)cc(/C=N/n2cnnc2)cc1OC,3
COc1ccc(NC(=O)CN(c2cccc(C(F)(F)F)c2)S(C)(=O)=O)c(OC)c1,0
CCC1(c2ccccc2)NC(=S)N(c2ccc(C)cc2)N1 (stereo not drawn),4
COc1ccc(OCC(=O)Nc2cccc(OC)c2)cc1,2
COc1cc(Br)cc(/C=C2\C(=O)NN(c3ccccc3)C2=O)c1O,5
CCc1nnc(NC(=O)CCCOc2ccc(Cl)cc2C)s1,8
COc1ccc(N(CC(=O)N2CCCC2)S(=O)(=O)c2ccc(C)cc2)c(OC)c1,-9
O=S1(=O)N=C(Oc2ccc(-c3ccccc3)cc2)c2ccccc21,-2
N#C/C(=C\c1ccc(-c2ccc([N+](=O)[O-])cc2Br)o1)C(N)=O,9

# Reprinted at random: 2 records from the list.
Structure,ER stress surv
CCOc1ccc2nc(SCC(=O)Nc3ccccc3OCC)sc2c1,4
COc1ccccc1NC(=O)c1ccc(Oc2ccc(C(=O)Nc3ccccc3OC)cc2)cc1,3

# More compounds.
Structure,ER stress surv
Cc1cc([N+](=O)[O-])ccc1N[C@@H]1C[C@H](O)[C@@H](CO)O1,3
Cc1ccc(N2CCN(C(=O)Nc3ccc(Cl)cc3Cl)CC2)cc1,6
O=C1C=C(NCc2ccc(Cl)c(Cl)c2)C2(CCCCC2)O1,7
CCOc1ccc(-n2nc3ccc(NC(=O)c4ccc(Cl)cc4)cc3n2)cc1,13
O=C(Nc1ccc(Cl)c(Cl)c1)Nc1nnc(COc2ccccc2)s1,10
CCOC(=O)c1ccccc1NC(=O)CN(c1ccccc1OC)S(=O)(=O)c1ccccc1,11
Cc1ccc(C(=O)N/N=C\c2ccc(I)o2)o1,1
CCOc1nc(OCC)c(C=O)c(OCC)n1,2
CN(C)CC(Oc1ccc(Cl)cc1)C(=O)O (stereo not drawn),3
O=C1N/C(=N/N=C/c2ccccc2)SC1Cc1cc(Cl)ccc1Cl (stereo not drawn),8
O=C(NCCN1CCOCC1)c1cc(-c2ccc(Br)cc2)nc2ccccc12,-5
COCCN1C(=O)C(=O)/C(=C(/O)c2ccccc2)C1c1cc(OC)ccc1OC (stereo not drawn),6
O=C(c1ccco1)N(Cc1ccccc1)C(Cc1ccccc1)c1cccs1 (stereo not drawn),6
COC(=O)C1=NNC2C(=O)N(c3ccccc3Br)C(=O)C12 (stereo not drawn),13
O=C1S/C(=C\c2ccc(-c3ccc([N+](=O)[O-])cc3)o2)C(=O)N1c1ccccc1,-2

# (continued)
Structure,ER stress surv
O=C(CSc1nc2ccccc2[nH]1)c1ccc2ccccc2c1,5
COc1ccc(/C=C/C(=O)Nc2ccc(N3CCCCC3)c(Cl)c2)cc1,2
Cc1ccc(C(=O)Nc2ccc(O)c(-c3nc4ccccc4s3)c2)cc1[N+](=O)[O-],7
O=C1OC(c2ccc(Br)cc2)=N/C1=C/c1ccc(Cl)cc1Cl,0
O=C1C=C(Nc2ccccc2)C(=O)N1c1ccccc1Cl,-1
CCCN1C(=O)c2ccccc2NC1c1cccc(F)c1 (stereo not drawn),-2
CC(C)C(=O)NNC(=O)C12CC3CC(CC(C3)C1)C2,8
Cc1cccc(OCCNc2cc(Cl)ccc2[N+](=O)[O-])c1,0
O=C(COc1ccccc1)NNC(=O)c1ccc(F)cc1,4
CC1=NN(c2cccc(C(=O)O)c2)C(=O)/C1=C\c1ccc2c(c1)OCO2,2
COc1ccc(NC(=O)c2cc3cc(OC)ccc3oc2=O)cc1,11
Cc1ccc(-c2nc3ccccc3o2)cc1NC(=S)NC(=O)/C=C/c1ccccc1,7
CCOc1ccc2nc(SCC(=O)NCCc3ccccc3)sc2c1,-3
O=C(COc1ccc(Cl)cc1)NNC(=O)C(=O)NCCO,11
CCOc1ccc(-n2nc3ccc(NC(=O)c4ccc(C)c([N+](=O)[O-])c4)cc3n2)cc1,7

# More structures follow:
Structure,ER stress surv
COc1cccc(NC(=O)c2cc(I)ccc2Cl)c1,-3
O=C(O)C1CCCCC1C(=O)Nc1nc(-c2ccc(Br)cc2)cs1 (stereo not drawn),0
COc1ccc(S(=O)(=O)N(CCc2ccccc2)CC(=O)Nc2ccc3c(c2)OCO3)cc1,6
O=C(Nc1ccc(OC(F)(F)F)cc1)c1cccc([N+](=O)[O-])c1,2
Cc1ccc([N+](=O)[O-])cc1Cc1c(F)cc(F)cc1F,4
C/C=C/C=C(/NC(=O)c1ccccc1)C(=O)Nc1cccc(C)c1,4
CS(=O)(=O)N/N=C/c1ccc2c(c1)OCO2,-2
Cc1ccc(NC(=O)/C(C#N)=C/c2ccc(N(C)C)o2)cc1C,-8
Cc1ccc(-c2cc(C(F)(F)F)n3nc(C(=O)OC(C)C)cc3n2)cc1,8
O=C1NC(=S)N(c2ccccc2)C(=O)/C1=C/c1ccc(-c2ccc(Cl)c(C(=O)O)c2)o1,14
O=C(O)CC(NC(=O)COc1ccc(Cl)cc1Cl)C(=O)O (stereo not drawn),3
COc1ccc(C(=O)NC(C(Cl)(Cl)Cl)S(=O)(=O)c2ccc(C)cc2)cc1OC (stereo not drawn),4
CC1(C)Cc2ccccc2/C(=C/C(=O)c2ccccc2[N+](=O)[O-])N1,4
COC(=O)C1=C(C)NC2=C(C(=O)CC(c3ccccc3)C2)C1c1cc(OC)c(OC)cc1[N+](=O)[O-] (stereo not drawn),14
O=C(Nc1ccc(Cc2ccncc2)cc1)c1cccs1,11

# The results go on.
Structure,ER stress surv
O=C(Nc1ccc(O)cc1C(=O)O)c1ccc(Cl)c(Cl)c1,-9
CCC(=O)Nc1ccc(NC(=O)c2cc(OC)c(OC)c(OC)c2)cc1,-2
O=C(O)CCC(=O)Nc1cccc(Oc2ccc3c(c2)C(=O)N(c2cccc(NC(=O)CCC(=O)O)c2)C3=O)c1,2
COc1ccc(C(CC(=O)c2ccc(C)cc2)Nc2ccc(Cl)cc2)cc1OC (stereo not drawn),12
COCCCN1C(=O)/C(=C\c2ccc(SC)cc2)C(C(=O)OC)=C1C,7
COc1ccc(N2C(=O)/C(=C/c3cc(Br)c(OC)c(OC)c3)C(=O)NC2=S)cc1,5
O=C(CN1CC[n+]2c(-c3cccs3)csc21)c1ccccc1,59*
COC(=O)Cn1c(O)c(N=NC(=O)c2cc(C)[nH]n2)c2ccccc21,-3
Cc1ccc(C(=O)N2CCC(Cc3ccccc3)CC2)o1,1
COc1ccc(-c2cc(O)cc(O)c2)cc1,-8
Cc1cccc(C)c1NC(=O)/C=C/c1cccc([N+](=O)[O-])c1,10
Cc1c(Cc2ccccc2)c(=O)oc2c(C)c(OCC(=O)C(C)(C)C)ccc12,9
CCOc1ccccc1NC(=O)COc1cccc(Cl)c1,7
CCOC(=O)C1=C(O)/C(=C/c2cc(C)n(-c3cccc(Cl)c3)c2C)N=C1C,1
Clc1ccccc1C=NN1CCN(Cc2ccccc2Cl)CC1,8

# Next part
Structure,ER stress surv
O=C(Nc1ccc(Cl)c(-c2nc3ccccc3s2)c1)c1ccc([N+](=O)[O-])o1,11
COc1ccc(-c2nc(=S)c3c(n2CCCO)CCCC3)cc1,5
O=C(COc1ccc2ccccc2c1)NCc1ccc(F)cc1,4
NS(=O)(=O)c1cccc(NC(=O)c2cccc([N+](=O)[O-])c2)c1,3
CSc1ccc(-c2ncnn2-c2ccccc2Cl)cc1,11
CSCCOC(=O)C1=C(C)NC(=O)NC1c1cccc(Cl)c1 (stereo not drawn),2
Cc1cc(OCCN2CCCCC2)cc(C)c1Cl,-3
Cc1ccnc(N/C=C/C(=O)c2ccc(Br)cc2)c1,-5
Cc1ccc2nc(/C(C#N)=C/c3cc4c(cc3[N+](=O)[O-])OCO4)[nH]c2c1,-2
O=C(N/C(=C/c1ccc(Br)cc1)C(=O)N1CCCC1)c1ccccc1F,-2
COc1ccc(-c2noc(-c3ccc(Cl)cc3Cl)n2)cc1,0
O=C(O)COc1ccc(/C=C2/C(=O)NC(=O)N(c3ccccc3)C2=O)cc1,6
O=C(N/C(=C/c1cccc([N+](=O)[O-])c1)C(=O)N1CCCC1)c1ccccc1,-1
Cc1ccc(CN2CCN(/N=C/C=C\c3ccco3)CC2)cc1,-5
